High-throughput results deposited in PubChem by National Center for Advancing Translational Sciences (NCATS).
HCMV antiviral: qHTS Assay for inhibitors of the human cytomegalovirus (HCMV). HFF cells, HCMV-luciferase reporter, 72 h; stronger effect = lower value. activity change, negative = inhibition, % at 57.5 µM. 410,000 compounds, 4.5% hits. AID 1259415, 2018; in the data active means activity change below about -60%; inconclusive means no clear call, values can overlap the other calls; inactive means above about -39%
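HFF cells seeded 16 h at 37C, treated with compounds, infected with luciferase-reporter HCMV at MOI 1 PFU/cell; luciferase read at 72 h post infection, normalized to buffer-only and Salinomycin controls.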
AMA1 RON2 block: qHTS for Inhibitors of AMA1-RON; Towards Development of Antimalarial Drug Lead: Primary Screen; Plasmodium falciparum AMA1 (3D7) - RON2 peptide interaction; AlphaScreen AMA1-biotinylated RON2 peptide binding; Potency, µM (highest dose often 58.2 µM), for the others: at the top dose activity change, negative = inhibition, hits mostly inhibitors; 360,000 compounds, 0.2% hits;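 further: potency means the concentration at half of the fitted maximal effect; 0% = vehicle wells and -100% = peptide control; nearly all actives have a fitted effect of over 45% in size; some results filed as inactive show a strong effect at the top dose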
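AMA1 (3D7) with his tag at 25 nM final met compounds first, then biotinylated RON2 peptide at 25 nM; detection used donor plus acceptor beads, 10 µg/mL apiece, read by AlphaScreen after 30 min at room temperature.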
HCV inh: qHTS Assay for Inhibitors of Hepatitis C Virus (HCV). Huh7.5.1 HCVcc-Cre infection, luciferase reporter, 44 h. Potency, µM (titrated, usually from 41.8 µM), inactives show top-dose activity change, negative = inhibition, most hits filed as inhibitors. 340,000 compounds, 3.4% hits; further: potency means the concentration at half of the fitted maximal effect
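Antiviral activity was scored by luciferase reporter output from cells infected with HCVcc-Cre (~0.5 moi) in presence of compound, 44 h infection period, cells seeded 1,000/well 4 h prior.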
AmpC inh detg: qHTS Inhibitors of AmpC Beta-Lactamase (assay with detergent); P00811; AmpC hydrolysis of nitrocefin, absorbance 480 nm, 0.01% Triton; Potency, µM (series often up to 114 µM), for inactives: at the highest dose activity change, negative = inhibition, most hits filed as inhibitors; 370,000 compounds, 0.041% hits;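 further: potency means the concentration at half of the fitted maximal effect; 0% = no-compound wells and -100% = no-enzyme wells; nearly all actives have a fitted effect of over 25% in size; some results filed as inactive show a strong effect at the top dose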
Target sequence (P00811 whole entry, looked up): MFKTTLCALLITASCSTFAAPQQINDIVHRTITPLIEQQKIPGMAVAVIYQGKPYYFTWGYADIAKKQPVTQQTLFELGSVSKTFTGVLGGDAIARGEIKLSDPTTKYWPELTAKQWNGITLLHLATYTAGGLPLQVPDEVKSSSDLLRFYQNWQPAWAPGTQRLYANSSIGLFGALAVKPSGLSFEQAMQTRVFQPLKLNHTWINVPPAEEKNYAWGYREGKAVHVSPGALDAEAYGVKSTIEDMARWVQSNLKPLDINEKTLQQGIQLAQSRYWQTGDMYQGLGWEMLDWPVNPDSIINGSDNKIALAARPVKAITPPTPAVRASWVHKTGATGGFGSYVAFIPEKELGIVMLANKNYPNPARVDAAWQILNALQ
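20 mM phosphate pH 7.0 + 0.01% (detergent screen) or 0.0001% Triton X-100; 5.3 nM AmpC reagent; cpd preinc 15 min RT; nitrocefin (800 uM stock) to start; A480 q20 s × 4 min; Activity was normalised to no-enzyme and no-compound control wells.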
FBPA Giardia inh: qHTS Assay for Inhibitors of Fructose-1,6-bisphosphate Aldolase from Giardia Lamblia; A8B2U2; purified Giardia FBPA; Potency, µM (series often up to 59.6 µM), for inactives: at the top dose activity, negative = inhibition, most hits filed as inhibitors; 290,000 compounds, 0.71% hits; AID 2451, 2010; further: potency means the concentration at half of the fitted maximal effect; nearly all actives have a fitted effect of over 55% in size
Target sequence (A8B2U2 whole entry, looked up): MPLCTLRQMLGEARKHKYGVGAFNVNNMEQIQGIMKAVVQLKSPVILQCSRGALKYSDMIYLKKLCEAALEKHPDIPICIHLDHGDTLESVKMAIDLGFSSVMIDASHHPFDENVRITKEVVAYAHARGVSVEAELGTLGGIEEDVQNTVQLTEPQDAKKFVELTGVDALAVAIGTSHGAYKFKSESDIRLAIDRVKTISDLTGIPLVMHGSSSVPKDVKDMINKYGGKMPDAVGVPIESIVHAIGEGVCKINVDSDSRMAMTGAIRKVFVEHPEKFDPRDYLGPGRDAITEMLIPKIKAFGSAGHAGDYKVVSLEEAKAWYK
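40 nM FBPA preincubated 10 min at RT with compound (up to 57.5 uM final), then substrate plus GAPDH/TPI/NAD/arsenate coupling and diaphorase/resazurin added. Fluorescence read after 20 min at RT, 525/598 nm.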
Sm TGR inh: qHTS Assay for the Inhibitors of Schistosoma Mansoni Peroxiredoxins; purified TGR, DTNB reduction, TNB absorbance 405 nm; 360,000 compounds, 3% hits; Potency, µM (top dose mostly 114 µM), inactives show at the top dose activity change, negative = inhibition, usual class: inhibitors; further: potency means the concentration at half of the fitted maximal effect; nearly all actives have a fitted effect of over 60% in size
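First, TGR (20 nM dispensed) and NADPH were mixed with compound. Second, a 15 min room-temperature incubation followed. Third, further NADPH and then DTNB were added to start the reaction. Finally, TNB absorbance was monitored kinetically.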
Numbers without * were called inactive; ? = inconclusive; . = no result given; & = joins results of further samples; [ ] = dose if it differs, or a comment. Unless noted, the call rests on the fitted dose curve; in most records, active means well fitted curve in the direction sought with a large enough effect; inconclusive means small, poorly fitted or top-dose-only effect, or another doubt; inactive means no such curve, though single readings can be large; an effect the other way counts as inactive or inconclusive. Unless noted, on the % scale 0 is the no-effect control and ±100 the full control effect.

1. Cc1ccc(S(=O)(=O)N(C)C)cc1NC(=O)COC(=O)COc1ccccc1[N+](=O)[O-]
2. CCc1c(-c2n[nH]c(=S)n2Cc2ccccc2)csc1C
3. CN(CC(=O)NCCc1ccc(F)cc1)Cc1cccc(Cl)c1
4. CC(=O)Nc1ccc(S(=O)(=O)N(C)c2ccc(OCCOc3cccc(C)c3)cc2)cc1
5. CC1=NN(c2ccccc2)C(=O)/C1=C\c1cn(C)c2ccccc12
6. O=S(=O)(Nc1nc2ccccc2s1)c1cnc(Cl)c(Br)c1
7. CCOc1ccc(Nc2sc(C(=O)c3cccc(OC)c3)c(N)c2S(=O)(=O)c2ccccc2)cc1
8. O=C(NCCc1ccc(Cl)cc1)c1ccc(=O)[nH]c1
screen / no.	1	2	3	4	5	6	7	8
AMA1 RON2 block	1%	51%[activator]	1%	-21%	?	-7%	.	-4%
HCV inh	10%	0%	-4%	?	?	18%	.	-21%
HCMV antiviral	4	-13	-11	-12	61	12	21	?
Sm TGR inh	-4%	-3%	12%	.	-6%	?	3%	0%
FBPA Giardia inh	-1%	16%	2%	.	-19%	15%	.	2%
AmpC inh detg	-9%	-13%	-2%	.	?	-6%	15%	-10%

9. O=C(Nc1ccc(S(=O)(=O)NCC2CCCO2)cc1)C1CC(=O)N(c2ccccc2)C1 (centres undefined)
10. CC1COC2C(O1)N(S(C)(=O)=O)CCN2S(C)(=O)=O (centres undefined)
11. CCOC(=O)C1CCCN(c2c(N3CCN(c4ccccn4)CC3)c(=O)c2=O)C1 (centres undefined)
12. O=C(O)CCSc1nc2ccccc2n1CCOc1ccccc1
13. O=C(Nc1ccc(Cl)c(S(=O)(=O)N2CCOCC2)c1)c1ccncc1
14. Cc1ccc(C(=O)OC(C)C(=O)N(C)C2CCCCC2)cc1S(=O)(=O)N1CCCCC1 (centres undefined)
15. COc1cccc(CC(=O)Nc2ccccc2C(=O)N2CCOCC2)c1
16. CCC(=O)N1CCN(c2ccccc2NC(=O)COc2cccc(C)c2C)CC1
screen / no.	9	10	11	12	13	14	15	16
AMA1 RON2 block	14%	-3%	0%	-4%	9%	-8%	12%	7%
HCV inh	-21%	24%	11%	7%	2%	?	24%	?
HCMV antiviral	-23	17	-4	-17	-21	-16	-32	-64*
Sm TGR inh	-12%	4%	-3%	-7%	.	2%	0%	0%
FBPA Giardia inh	10%	-1%	2%	12%	.	.	2%	.
AmpC inh detg	-5%	8%	?	?	.	-17%	1%	?

17. CN(C)C(=O)c1cccn(Cc2ccc(C(F)(F)F)cc2)c1=O
18. CC(=O)Nc1ccc(C=NNc2nnc(NN=Cc3ccc(NC(C)=O)cc3)c3ccccc23)cc1
19. CCCn1ncc2c(Nc3ccc(C)c(C)c3)ncnc21
20. CCS(=O)(=O)N1CCC(C(=O)NCc2ccc(F)cc2Cl)CC1
21. COC(=O)CCN(c1ccccc1)S(=O)(=O)c1cc(-c2cc(C)no2)ccc1OC
22. O=c1oc([C@@H](O)c2ccccc2)cc2ccccc12
23. O=C(CCn1nc(-c2ccccc2)ccc1=O)N1CCN(c2ccccn2)CC1
24. Cc1ccc(C(=O)NC(=S)Nc2ccc(S(=O)(=O)N(C)c3ccccc3)cc2)cc1
screen / no.	17	18	19	20	21	22	23	24
AMA1 RON2 block	-2%	3%	18%	-2%	5%	-3%	-7%	10%
HCV inh	6%	22µM*	-14%	-5%	-25%	13%[8.37 µM]	5%	13%
HCMV antiviral	-33	-6	-3	18	-16&55	-4	-14	?
Sm TGR inh	2%	.	-9%	-27%	2%&6%	.	0%	33%
FBPA Giardia inh	-3%	.	2%	4%	13%	.	0%	-9%
AmpC inh detg	?	.	?	3%	1%&11%	.	-10%	-9%

In another format: 9 of the compounds above
nr	canonical_smiles	AMA1 RON2 block	HCV inh	HCMV antiviral	Sm TGR inh	FBPA Giardia inh	AmpC inh detg
6	O=S(=O)(Nc1nc2ccccc2s1)c1cnc(Cl)c(Br)c1	-7%	18%	12	?	15%	-6%
7	CCOc1ccc(Nc2sc(C(=O)c3cccc(OC)c3)c(N)c2S(=O)(=O)c2ccccc2)cc1	.	.	21	3%	.	15%
8	O=C(NCCc1ccc(Cl)cc1)c1ccc(=O)[nH]c1	-4%	-21%	?	0%	2%	-10%
9	O=C(Nc1ccc(S(=O)(=O)NCC2CCCO2)cc1)C1CC(=O)N(c2ccccc2)C1 (centres undefined)	14%	-21%	-23	-12%	10%	-5%
10	CC1COC2C(O1)N(S(C)(=O)=O)CCN2S(C)(=O)=O (centres undefined)	-3%	24%	17	4%	-1%	8%
11	CCOC(=O)C1CCCN(c2c(N3CCN(c4ccccn4)CC3)c(=O)c2=O)C1 (centres undefined)	0%	11%	-4	-3%	2%	?
12	O=C(O)CCSc1nc2ccccc2n1CCOc1ccccc1	-4%	7%	-17	-7%	12%	?
13	O=C(Nc1ccc(Cl)c(S(=O)(=O)N2CCOCC2)c1)c1ccncc1	9%	2%	-21	.	.	.
14	Cc1ccc(C(=O)OC(C)C(=O)N(C)C2CCCCC2)cc1S(=O)(=O)N1CCCCC1 (centres undefined)	-8%	?	-16	2%	.	-17%

New compounds follow:
25. CC(C)CCOc1ccc(/C=N/N2C(=O)CSC2=S)cc1
26. CC(C)N1CCC(N2CCN(CC#Cc3ccccc3)CC2CCO)CC1 (centres undefined)
27. COc1ccccc1-c1nnc(SC(C)C(=O)NCC2CCCO2)n1C (centres undefined)
28. Cc1cccc(CC2CC(=O)N(c3ccccc3)C2=O)c1 (centres undefined)
29. O=C(CN1CCN(c2ccccc2O)CC1)Nc1ccnn1C1CCCC1
30. COc1ccc(-c2c(NC(=O)c3ccco3)n(-c3ccccc3)nc(C)c2=O)cc1
31. c1ccc(-c2noc(-c3cccs3)n2)nc1
32. Cc1ccccc1CC(=O)Nc1ccc2c(C)cc(=O)oc2c1
screen / no.	25	26	27	28	29	30	31	32
AMA1 RON2 block	23%	-3%	15%	3%	62%[activator]	-23%	28%	-7%
HCV inh	3%	-18%	17%	14%	?	7%	13%	-3%
HCMV antiviral	-9	3	31	-7	5	32	-11	-21
Sm TGR inh	-13%	?	.	-11%	2%	-3%	-1%	-30%
FBPA Giardia inh	.	-1%	.	2%	.	3%	4%	13%
AmpC inh detg	0%	-7%	.	4%	-4%	-3%	-1%	3%

33. Cc1ccc(Cn2cc(C(=O)c3ccc(F)cc3)c(=O)c3cc4c(cc32)OCO4)cc1
34. O=C(O)CSC(NC(=O)c1cccnc1)(C(F)(F)F)C(F)(F)F
35. COc1ccc(CC(=O)Nc2ccncc2Cl)cc1
36. COc1cccc(NC(=O)c2cccs2)c1
37. CCc1ncc(CN2CCC(C(=O)Nc3cccc(-c4cscn4)c3)CC2)cn1
38. Cc1cc(C)n2nc(C(=O)OCC(=O)Nc3cc(S(=O)(=O)N4CCOCC4)ccc3Cl)nc2n1
39. Cc1ccc(OC(C)C(=O)Nc2ccncc2)cc1C (centres undefined)
40. Cc1cc(C)nc(/N=C(\N)Nc2ccc(S(=O)(=O)O)cc2)n1
screen / no.	33	34	35	36	37	38	39	40
AMA1 RON2 block	.	-2%	-11%	0%	-2%	-5%	11%	20%
HCV inh	.	10%	6.3µM*	20%	?	30%	?	-1%
HCMV antiviral	8	2	-92*	-3	11	-13	-13	-7
Sm TGR inh	-9%	-18%	-29%	2%	-22%	.	0%	65%[activator]
FBPA Giardia inh	.	-12%	.	-9%	7%	.	7%	-2%
AmpC inh detg	-13%	-13%	-5%	?	?	.	?	-5%

41. CCOC(=O)Cc1csc(NC(=O)CC(C)(C)CC(=O)O)n1
42. COc1cccc(Nc2sc(C(=O)c3ccc(F)cc3)c(N)c2C(=O)NCc2ccc(Cl)cc2)c1
43. COc1cccc(CN(C)CC(=O)NC(=O)NCc2ccco2)c1
44. Cc1ccc(NC(=O)NC(=O)c2cnccc2C(F)(F)F)c(C)c1
45. COc1ccc(Nc2nn3c(=O)c4cc5c(cc4nc3s2)OCO5)c(OC)c1
46. CNC(=S)N1CCN(c2nc3ccccc3s2)CC1
47. COC(=O)N/N=C/c1cc(C)n(-c2ccc(F)cc2)c1C
48. CCOC(=O)c1c(-c2ccc(C)s2)csc1N
screen / no.	41	42	43	44	45	46	47	48
AMA1 RON2 block	-26%	.	-6%	-1%	.	8%	22%	1%
HCV inh	0%	.	-8%	-14%	.	4%	0%	-12%
HCMV antiviral	21	27	-10	-9	22	-29	-23	?
Sm TGR inh	14%	-28%	?	3%	9%	5%	-26%	-1%
FBPA Giardia inh	6%	.	0%	-1%	.	3%	-8%	?
AmpC inh detg	5%	14%	-9%	-14%	11%	-1%	2%	8%

49. C/C(=N\NC(=O)CSCc1ccccc1Br)c1cccc([N+](=O)[O-])c1
50. COc1ccc(Cl)cc1NS(=O)(=O)c1ccc(S(=O)(=O)N2CCCC2)cc1
51. Nc1ccc2c(c1)COc1ccccc1O2
52. FC(F)(F)c1ccc(-c2cccc3c2C2CC3CCN2)cc1 (centres undefined)
53. Cc1ccc(S(=O)(=O)N(Cc2nc(-c3ccc(Cl)cc3)no2)C2CCCCC2)cc1
54. O=S(=O)(O)c1cc2oc(-c3ccccc3)nc2c2ccccc12
55. CCC[C@H](CN[C@@H](CNC)[C@H](C)CC)NCCc1cc(C(F)(F)F)cc(C(F)(F)F)c1
56. COc1ccc(-n2nnnc2SCC(=O)N2CCOCC2)cc1
screen / no.	49	50	51	52	53	54	55	56
AMA1 RON2 block	9%	23%	4%	-2%	.	-6%	94%[activator]	-9%
HCV inh	?	?	.	?	.	19%	?	7%
HCMV antiviral	-35	-11	25	-20	-16	14	-78*	79
Sm TGR inh	-11%	-31%	1%	.	10%	-3%	1%	2%
FBPA Giardia inh	0%	-1%	-6%	.	.	.	11%	1%
AmpC inh detg	-12%	?	-15%	.	15%	-7%	-19%	?

57. O=C(CN1C(=O)/C(=C/c2ccccc2F)SC1=S)NC1C=CS(=O)(=O)C1 (centres undefined)
58. NS(=O)(=O)c1cccc(NC(=O)CSc2nc3ccccc3c(=O)n2CC2CCCO2)c1 (centres undefined)
59. CCCOc1ccc(C2C(=O)N(C3CCCCC3)CC(=O)N2CCCOCC)cc1OC (centres undefined)
60. O=C(Cc1ccc(Cl)c(Cl)c1)Nc1ccc(S(=O)(=O)Nc2ncccn2)cc1
screen / no.	57	58	59	60
AMA1 RON2 block	15%	3%	-6%	11%
HCV inh	-6%	12%	5%	28%
HCMV antiviral	?	-5	0	16
Sm TGR inh	-29%	1%	-31%	-2%
FBPA Giardia inh	0%	.	1%	-8%
AmpC inh detg	3%	-17%	2%	0%
